Shiga toxin inh: A qHTS for Small Molecule Inhibitors of Shiga Toxin; Vero cells, Shiga toxin protein synthesis inhibition reporter; inhibition, % at 38.7 µM; 290,000 tested, 9.2% active; AID 2315, 2010; in the data active means inhibition mostly above about 28%, no sharp cut-off; inactive means mostly below about 43%; further: 0% is about no effect
AMA1 RON2 block: qHTS for Inhibitors of AMA1-RON; Towards Development of Antimalarial Drug Lead: Primary Screen | Plasmodium falciparum AMA1 (3D7) - RON2 peptide interaction | AlphaScreen AMA1-biotinylated RON2 peptide binding | Potency, µM (titrated, usually from 58.2 µM), without a hit: top-dose activity change, negative = inhibition, most hits filed as inhibitors | 360,000 tested, 0.2% active | AID 720542, 2013;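 further: potency means the concentration at half of the fitted maximal effect; 0% = vehicle wells and -100% = peptide control; nearly all actives have a fitted effect of over 45% in size; some results filed as inactive show a strong effect at the top dose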
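AMA1 (3D7) with his tag at 25 nM final met compounds first, then biotinylated RON2 peptide at 25 nM; detection used donor plus acceptor beads, 10 µg/mL apiece, read by AlphaScreen after 30 min at room temperature.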
Cycloheximide cs: Cycloheximide Counterscreen for Small Molecule Inhibitors of Shiga Toxin; cell reporter, cycloheximide protein synthesis inhibition counterscreen; max response, %; 300,000 tested, 12% active; AID 2314, 2010; in the data active means max response mostly above about 13%, no sharp cut-off; inactive means mostly below about 14%; further: read at 38.3 µM for the half of the compounds with a filed dose; 0% is about no effect
Tb PYK inh: qHTS of Trypanosoma Brucei Inhibitors; TbPYK enzyme, Kinase-Glo Plus ATP luminescence, 45 min; Potency, µM (highest dose often 76.8 µM), inactives show at the highest dose activity, negative = inhibition, usual class: inhibitors; 410,000 tested, 0.12% active; AID 624173, 2012; further: potency means the concentration at half of the fitted maximal effect; on the % scale 0 is the no-effect control and ±100 the full control effect; nearly all actives have a fitted effect of over 50% in size
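Readout: single end-point luminescence (Kinase-Glo Plus, 10 min). Reaction conditions were TbPYK/substrate plus 130 uM ADP, 45 min at RT, pH 7.2 TEA buffer. No-enzyme wells served as controls, and data were normalized before concentration-response fitting.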
LmPK inhibitor: qHTS Assay for Inhibitors of Leishmania Mexicana Pyruvate Kinase (LmPK); Potency, µM (doses to about 57.5 µM), inactives show top-dose activity change, negative = inhibition, hits mostly inhibitors; 290,000 tested, 0.37% active; purified LmPK, Kinase-Glo ATP luminescence, 1 h; further: potency means the concentration at half of the fitted maximal effect; on the % scale 0 is the no-effect control and ±100 the full control effect
Target sequence (Q27686 whole entry, looked up): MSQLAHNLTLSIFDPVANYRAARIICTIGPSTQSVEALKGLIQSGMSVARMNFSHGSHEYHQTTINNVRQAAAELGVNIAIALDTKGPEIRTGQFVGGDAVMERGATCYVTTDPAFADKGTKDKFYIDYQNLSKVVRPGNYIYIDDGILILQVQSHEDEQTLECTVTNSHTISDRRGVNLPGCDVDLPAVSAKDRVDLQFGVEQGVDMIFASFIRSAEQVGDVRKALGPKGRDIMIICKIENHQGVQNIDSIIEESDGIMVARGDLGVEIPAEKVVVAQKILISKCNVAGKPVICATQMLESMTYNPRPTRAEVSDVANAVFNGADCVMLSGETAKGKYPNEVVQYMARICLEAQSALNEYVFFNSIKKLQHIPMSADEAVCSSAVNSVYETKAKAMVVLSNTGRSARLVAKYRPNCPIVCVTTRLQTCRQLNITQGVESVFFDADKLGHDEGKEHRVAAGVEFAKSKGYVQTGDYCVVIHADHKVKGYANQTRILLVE
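0.1 nM LmPK, 0.5 mM PEP, 0.1 mM ADP; 50 mM imidazole pH 7.2, 7 mM MgCl2, 50 mM KCl; 1 h RT. Kinase-Glo luminescence readout, normalized to no-enzyme (full inhibition) and uninhibited wells.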
Pf growth 96h: Primary qHTS for delayed death inhibitors of the malarial parasite plastid, 96 hour incubation; P. falciparum luciferase reporter growth, 96 h; Potency, µM (doses to about 28.7 µM), inactives show at the top dose activity change, negative = inhibition, actives largely listed as inhibitors; 320,000 tested, 6.9% active; AID 504834, 2011; further: potency means the concentration at half of the fitted maximal effect; on the % scale 0 is the no-effect control and ±100 the full control effect
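Two parasite generations (96 h, 37 C, 5% CO2) of compound exposure in infected erythrocytes (0.05% parasitemia, 2% hematocrit). Luciferase-reporter P. falciparum; decreased luminescence indicates inhibited growth, aimed at apicoplast-acting delayed death.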
Pf growth 48h: Primary qHTS for delayed death inhibitors of the malarial parasite plastid, 48 hour incubation. 310,000 tested, 5.9% active. Potency, µM (doses to about 28.7 µM), for the others: at the top dose activity change, negative = inhibition, usual class: inhibitors. P. falciparum luciferase growth in erythrocytes, 48 h; further: potency means the concentration at half of the fitted maximal effect; on the % scale 0 is the no-effect control and ±100 the full control effect
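In quantitative HTS format, infected erythrocytes bearing luciferase-reporter parasites were treated for a single generation at 37 C. Luminescence after adding detection reagent served as the growth measure.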
* hit, by the source's call; u = inconclusive; x = no result given; & = joins results of further samples; [ ] = remark or other dose. Unless noted, the call rests on the fitted dose curve; in most records, active means well fitted curve in the direction sought with a large enough effect; inconclusive means small, poorly fitted or top-dose-only effect, or another doubt; inactive means no such curve, though single readings can be large; an effect the other way counts as inactive or inconclusive.

Start of the listing, in advance, 2 compounds:
Results follow in this order: Cycloheximide cs, LmPK inhibitor, Shiga toxin inh, Tb PYK inh, Pf growth 96h, Pf growth 48h, AMA1 RON2 block
> O=C(N/N=C/c1ccc[nH]1)c1ccccc1O
 : 37*, -5%, 40*, -1%, u, 81%[activator], -6%
> Cc1ccc(C(=O)NC2CCN(C(=O)NCc3ccccc3)CC2)cc1
 : 3, -9%, -9, 3%, 38%[activator], u, 13%

The list itself, repeating the preview:
Results follow in this order: Cycloheximide cs, LmPK inhibitor, Shiga toxin inh, Tb PYK inh, Pf growth 96h, Pf growth 48h, AMA1 RON2 block
> O=C(N/N=C/c1ccc[nH]1)c1ccccc1O
 : 37*, -5%, 40*, -1%, u, 81%[activator], -6%
> Cc1ccc(C(=O)NC2CCN(C(=O)NCc3ccccc3)CC2)cc1
 : 3, -9%, -9, 3%, 38%[activator], u, 13%
> O=c1c(O)c(-c2ccc3c(c2)OCO3)oc2ccccc12
 : 34*, 5%, 22, 2%, u, u, 40%[activator]
> CSCCC1Nc2ccc(S(=O)(=O)N3CCOCC3)cc2NC1=O (configuration not stated)
 : 1, 4%, -6, -12%, 10µM*, -24%, 6%
> O=C(COC(=O)COc1cccc(C(F)(F)F)c1)NC1CCCC1
 : x, x, x, -9%, 10%, 9%, -23%
> COc1cc(C(=O)OCC(=O)Nc2cc(-c3cc(C)c(C)cc3C)nn2-c2ccccc2)cc(OC)c1OC
 : -3, 0%, -12, -10%, u, -25%, 5%
> Nc1c(C(=O)NC2CCCC2)c2nc3ccccc3nc2n1N
 : 71*, -4%, 43*, 0%, 295%[activator], -1%, 35%[activator]
> c1ccc(CCN2CCC(N3CCN(c4ccccc4)CC3)CC2)cc1
 : 2, -6%, -9, 11%, u, -9%, 1%
> O=C(Nc1nc2c(s1)CN(Cc1ccccc1)CC2)C1CCC1
 : 31*, 0%, 74*, 3%, -6%, 37%[5.75 µM], -14%
> Cc1c(OC(C)C(=O)NCc2ccccn2)ccc2c3c(c(=O)oc12)CCCC3 (configuration not stated)
 : 6, -4%, -15, 9%, 1.7µM*, u, 13%
> CCOC(=O)c1cn2nc(-c3ccc(OCC)cc3)cc2nc1C1CCN(C(=O)OC(C)(C)C)CC1
 : -4, 6%, -11, -3%, u, x, -2%
> O=C(CCn1c(=O)oc2cc(Cl)ccc21)Nc1ccc(N2CCOCC2)cc1
 : -5, 6%, -9, -12%, 13%, -15%, 6%
> CC(=O)N1c2c(cc(Br)cc2S(=O)(=O)N2CCOCC2)CC1C (configuration not stated)
 : -2, 0%, -6, 2%, x, u, -1%
> CSC1=NCCN1C(=O)Cc1ccc(F)cc1
 : -6, -3%, -45, 2%, 9.3µM*, x, 12%
> CC(C)c1ccc2[nH]c3c(c2c1)[C@@H]1CCN2C(=O)CCC[C@H](C3)[C@H]12
 : 22*, 4%, 35*, -15%, u, 8%, -21%

Following part
Results follow in this order: Cycloheximide cs, LmPK inhibitor, Shiga toxin inh, Tb PYK inh, Pf growth 96h, Pf growth 48h, AMA1 RON2 block
> O=C(OCc1nnc(-c2ccccc2)o1)C1CC(=O)N(c2ccccc2)C1 (configuration not stated)
 : 2, 1%, -3, 0%, -14%, 0%, 5%
> O=C(CN1C(=O)COc2ccc(S(=O)(=O)N3CCCC3)cc21)N1CCCC1
 : 8, 4%, -8, -7%, u, -5%, -9%
> COc1cccc(-c2ccc(-c3noc(-c4cccs4)n3)c(OC)n2)c1
 : -4, 0%, -24, -3%, 30%, 2%, -23%
> CCN(CC)c1ccc(/C=C/[N+](=O)[O-])cc1
 : 12*, -9%, 29, 6%, 17%, 10%, 24%
> CCC(C)N(C(=O)COC(=O)c1[nH]c(C)c(C(C)=O)c1C)C1CCS(=O)(=O)C1 (configuration not stated)
 : -5, 6%, -22, 0%, -20%, -15%, 5%
> CCOc1ncccc1C(=O)OCC(=O)c1ccc[nH]1
 : 3, -6%, 12, 2%, -11%, 13%, -3%
> COC(=O)Cn1nc(-c2ccccc2)c2cc(Cl)ccc21
 : -2, 6%, -6, -24%, -17%, x, 20%
> CCCS(=O)(=O)N1CCCC(C(=O)c2ccccc2OC)C1 (configuration not stated)
 : 6, 1%, 17, 2%, -14%, 43%[activator], 7%
> O=C(COc1ccc(Nc2ccccc2)cc1)Nc1ccncc1
 : x, x, x, -12%, 0%, -6%, u
> N#Cc1ccc(-c2ccc(Cl)cc2)nc1Oc1ccc(F)cc1
 : 1, 4%, -5, 6%, 36%[activator], 15%, 32%[activator]
> O=C(NC1=NCCS1)C1CC2CCC1C2 (configuration not stated)
 : 15, 15%, 29, -12%, 85%[activator], x, 5%
> O=C1CCCC(=O)C1C(=O)C1CCN(S(=O)(=O)c2ccccc2)CC1
 : -4, -3%, -9, -2%, 9%, -6%, 6%
> COc1cc2[nH]cc(C(=O)NCCc3ccccc3)c(=O)c2cc1OC
 : 10, 5%, 12, -7%, 39%[activator], u, -2%
> COc1ccccc1NC(=S)NC(=O)C(C)C
 : 1, 4%, 19, 0%, u, -16%, 1%
> CCOC(=O)N1CCC(NC(=O)C2=CCN(S(=O)(=O)c3ccc(F)cc3)CC2)CC1
 : -2, 2%, -17, -2%, -4%, -22%, -4%

Quoted at random: four compounds from above, in no set order.
Results follow in this order: Cycloheximide cs, LmPK inhibitor, Shiga toxin inh, Tb PYK inh, Pf growth 96h, Pf growth 48h, AMA1 RON2 block
> COc1ccccc1NC(=S)NC(=O)C(C)C
 : 1, 4%, 19, 0%, u, -16%, 1%
> O=C(N/N=C/c1ccc[nH]1)c1ccccc1O
 : 37*, -5%, 40*, -1%, u, 81%[activator], -6%
> O=C(OCc1nnc(-c2ccccc2)o1)C1CC(=O)N(c2ccccc2)C1 (configuration not stated)
 : 2, 1%, -3, 0%, -14%, 0%, 5%
> CCOC(=O)N1CCC(NC(=O)C2=CCN(S(=O)(=O)c3ccc(F)cc3)CC2)CC1
 : -2, 2%, -17, -2%, -4%, -22%, -4%

Continuation.
Results follow in this order: Cycloheximide cs, LmPK inhibitor, Shiga toxin inh, Tb PYK inh, Pf growth 96h, Pf growth 48h, AMA1 RON2 block
> CCC(=O)Nc1nnc(SCC(=O)NC2CCCC2)s1
 : -4, -2%, -7, 0%, 9%, 39%[activator], -5%
> CC(=O)Nc1cccc(NC(=O)c2cc(Cl)ccc2Cl)c1
 : -12, -2%, -9, 1%, u, 0%, 0%
> COc1ccccc1NC(=O)CCCc1nc(-c2ccc(OC)c(OC)c2)no1
 : -3, 1%, 16, 3%, 2%, -19%[5.75 µM], 10%
> CN(C)S(=O)(=O)c1ccc2c(c1)C(=NO)c1cc(S(=O)(=O)N(C)C)ccc1-2
 : -3, 1%, 1, 0%, 2.6µM*, -22%, 0%
> CC1CCCCC12NC(=O)N(CC(=O)N1CCN(S(=O)(=O)c3cccs3)CC1)C2=O (configuration not stated)
 : x, x, x, 2%, 0%, u, 0%
> COc1ccc2c(c1)nc(CN1CCN(CCO)CC1)n2C
 : 2, -2%, 10, u, 0%, 28%, 22%
> CC(NC(=O)C(C)(C)C)C(c1cccs1)N1CCOCC1 (configuration not stated)
 : -1, 3%, -12, -3%, -25%, 18%, 33%[activator]
> CCc1ccccc1NC(=O)C1CCN(S(=O)(=O)c2ccc3c(c2)N(C(C)=O)CCO3)CC1
 : -2, 0%, 14, -8%, u, 5%, -1%
> CC(OC(=O)C1=COCCO1)C(=O)Nc1cc(S(=O)(=O)N2CCCCC2)ccc1Cl (configuration not stated)
 : -2, -4%, -7, 4%, u, -4%, -6%
> COc1ccc([N+](=O)[O-])cc1NC(=O)c1ccc(N(Cc2ccccc2C)S(C)(=O)=O)cc1
 : -1, 5%, -7, 4%, u, 24%, -3%
> Cc1ccc(C2C(C#N)=C(N)SC(N)=C2C#N)cc1
 : -8, 15%, -4, -11%, -21%, 0%, 2%
> OCC[C@H]1C[C@@H](O)[C@H](O)[C@]2(OCc3ccccc32)O1
 : x, x, x, 3%, 35%[activator], 28%, 9%
> CCOC(=O)c1ccccc1NC(=O)CSc1ccc(-c2cccnc2)nn1
 : 10, 4%, 19, -5%, u, u, 6%
> O=C(c1cnsn1)N1CCN(c2ccccc2)CC1
 : -4, -4%, 20, -11%, -5%, 21%, -15%
> Cc1ccc(-n2c(C)nc3c(cnn3-c3ccc(C)c(C)c3)c2=O)cc1C
 : -5, 14%, -10, 0%, 50%[activator], x, 13%

The listing continues.
Results follow in this order: Cycloheximide cs, LmPK inhibitor, Shiga toxin inh, Tb PYK inh, Pf growth 96h, Pf growth 48h, AMA1 RON2 block
> CC(C)C[C@@H](NC(=O)[C@@H](Cc1ccccc1)NC(=O)c1cnccn1)B(O)O
 : x, x, x, -3%, 0.034µM*, 0.12µM*, x
> O=C(NCCCn1ccnc1)/C(=C\c1ccccc1F)NC(=O)c1ccccc1
 : -2, -6%, -7, 1%, 22%, 13%, -15%
> COC(=O)c1[nH]c2cc(C)ccc2c1NC(=O)CN1CCc2cc(OC)c(OC)cc2C1
 : 9, 0%, -9, -1%, -20%, u, -6%
> NC(=O)C1CCN(C(=O)CCn2c(=O)oc3ccccc32)CC1
 : x, x, x, 4%, -21%, 24%, 1%
> COc1ccc(-c2nc(CN3CCC(C(=O)N4CCOCC4)CC3)c(C)o2)cc1OC
 : 8, 2%, 24, -6%, 31%[activator], -1%, 7%
> COc1ccc(C(=O)O)cc1NC(=S)NC(=O)c1ccc(-c2ccc(Cl)cc2)o1
 : 7, 0%, 30, 1%, u, 2%, -4%
> COc1ccc(-c2csc(/C(C#N)=C\c3ccc(O)c([N+](=O)[O-])c3)n2)cc1OC
 : 5, -11%, 2, -3%, u, 8.3µM*, u
> CC(C)Oc1ccc(C(=O)N(CN2CCCC2=O)c2ccc(F)cc2)cc1
 : -2, 10%, 1, -7%, 0%, x, 8%
> O=C(/C=N/O)Nc1ccccc1C(=O)O
 : -9, 7%, -11, 14%, x, 2%, 31%[activator]
> CCN1C(=S)N[C@@H](c2cccc(F)c2)C(C(=O)OC)=C1C
 : -2&-2, -5%&0%, -5&-3, -2%, u, u, -5%
> COc1ccc(S(=O)(=O)N(C)Cc2ccc3c(c2)OCCO3)cc1
 : x, x, x, 6%, 18%, 1%, -2%
> Cc1cc2n(n1)C(c1cccs1)Nc1ccccc1-2 (configuration not stated)
 : 21, 10%, -3, 2%, x, -4%, 214%[activator]
> CC(=O)N1CCc2cc(S(=O)(=O)N3CCOCC3)ccc21
 : -5, 6%, -17, 4%, u, x, 3%
> Oc1ccccc1-c1nc2cnccn2c1Nc1ccc2c(c1)OCCO2
 : 30*, 0%, 51*, 2%, x, u, u
> Cc1ccccc1NC(=O)NCCc1c[nH]c2ccccc12
 : 10, 0%, 13, 7%&0%, -3%, 20%, -13%
> COc1ccc(CC(=O)NCCCSc2ccccc2)cc1OC
 : 12, -4%, -16, -1%, u, 19%, -1%
> Cc1ccc2[nH]c(C(=O)N3CCN(c4cccc(Cl)c4)CC3)cc2c1
 : 5, -3%, x, -3%, -24%, -27%, 21%
> Cc1ccc(NC(=S)N(C)C(c2ccccc2)c2ccccc2)cc1C
 : 1, -2%, 20, 2%, u, x, 19%

Source: PubChem
